# ELG1 DNA repair = inhibitors of ELG1-dependent DNA repair in HEK293T cells. actives 2.3% (n = 330,000). Potency, µM (doses to about 46.1 µM), for inactives: top-dose activity change, negative = inhibition, hits mostly inhibitors. AID 504467. HEK293T ELG1-luciferase reporter, luminescence, 16 h; DNA damage induced by 5-fluorouridine; also: potency is read from the fitted curve at half-maximal effect; % is scaled to controls: 0 for no effect and ±100 for the full control effect; nearly all actives have a fitted effect of over 55% in size
#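 Quantitative HTS, concentration-response format. 2,000 cells/well co-treated with 5-fluorouridine and compound, 16 hr in 5% CO2 at 37 °C; ONE-Glo luminescence read after 30 min.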
# Rab9 promoter act = Rab9 promoter activation. Huh7 Rab9 promoter-luciferase reporter, luminescence, 24 h. Potency, µM (series often up to 9.22 µM), without a hit: at the top dose activation, negative = inhibition, actives largely listed as activators. actives 2.8% (n = 320,000). AID 485297; also: potency is read from the fitted curve at half-maximal effect; % of control where 0% means no effect; nearly all actives have a fitted effect of over 60% in size
#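 Cells were plated at 1500 per well in reduced-serum medium with 10% FBS and left 2 h. Compound in DMSO was then added for 24 h at 37 °C. Reporter signal was read by luminescence after 10 min with luciferase detection reagent.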
# TRPV1 ag = activates the human vanilloid receptor TRPV1. Q8NER1. TRPV1-expressing cells, Fluo-8 calcium influx, agonist mode. activation, % at 8.33 µM. actives 0.19% (n = 320,000). AID 540275; in the data active = activation above about 80%; inconclusive = between about 30% and that limit; also: 0% is about no effect
# Target sequence (Q8NER1 whole entry, looked up): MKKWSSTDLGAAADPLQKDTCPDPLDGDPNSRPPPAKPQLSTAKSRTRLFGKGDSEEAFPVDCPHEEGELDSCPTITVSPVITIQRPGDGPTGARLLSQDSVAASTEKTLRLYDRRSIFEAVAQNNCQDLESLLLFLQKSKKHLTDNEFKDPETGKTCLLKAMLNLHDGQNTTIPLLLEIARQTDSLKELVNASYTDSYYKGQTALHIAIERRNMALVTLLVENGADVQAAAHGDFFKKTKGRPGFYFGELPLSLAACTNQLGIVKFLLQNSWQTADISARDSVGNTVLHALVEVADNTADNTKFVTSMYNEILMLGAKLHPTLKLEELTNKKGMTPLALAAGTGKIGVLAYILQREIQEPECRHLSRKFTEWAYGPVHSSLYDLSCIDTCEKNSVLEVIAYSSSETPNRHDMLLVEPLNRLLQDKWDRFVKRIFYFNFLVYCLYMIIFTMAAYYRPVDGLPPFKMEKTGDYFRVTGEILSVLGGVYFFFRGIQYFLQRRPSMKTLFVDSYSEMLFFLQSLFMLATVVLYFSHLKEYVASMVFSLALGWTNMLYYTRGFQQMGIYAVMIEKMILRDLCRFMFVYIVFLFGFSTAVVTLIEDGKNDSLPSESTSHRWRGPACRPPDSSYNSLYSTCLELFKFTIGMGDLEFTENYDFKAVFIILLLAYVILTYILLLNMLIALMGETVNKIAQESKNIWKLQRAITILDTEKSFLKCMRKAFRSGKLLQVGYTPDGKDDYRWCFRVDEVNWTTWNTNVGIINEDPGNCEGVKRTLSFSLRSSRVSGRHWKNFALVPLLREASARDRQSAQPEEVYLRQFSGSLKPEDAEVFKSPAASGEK
#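 Cells expressing TRPV1 were dye-loaded with Fluo-8 and read kinetically: 10 s baseline, 3 min after compound (agonist portion), then 2 min after EC20 capsaicin (allosteric enhancer portion). Calcium-bound dye fluorescence at 480/520 nm.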
# FLuc counter = counter-screen for miR-21 project: firefly luciferase inhibitors or activators | purified FLuc, Km substrates, luminescence inhibition | Potency, µM (titrated, usually from 57.5 µM), for inactives: at the highest dose activity change, negative = inhibition, most hits filed as inhibitors | actives 6.9% (n = 360,000) | AID 588342;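 also: potency is read from the fitted curve at half-maximal effect; plate controls were vehicle for no effect and reference inhibitor for full effect; nearly all actives have a fitted effect of over 55% in size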
#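 Purified P. pyralis luciferase, 10 nM final, with Km-level 10 uM D-luciferin and 10 uM ATP in 50 mM Tris acetate pH 7.5, 10 mM Mg acetate, 0.01% Tween-20, 0.05% BSA; 6-point qHTS titration about 60 µM downward; luminescence read.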
# Gal4-VP16 FLuc = counter-screen for ROR gamma inhibitors: Gal4-VP16 reporter | Drosophila S2 Gal4-VP16 UAS-luciferase, luminescence, 20 h | Potency, µM (top dose mostly 53.6 µM), for the others: top-dose activity, negative = inhibition, most hits filed as inhibitors | actives 3.5% (n = 310,000) | AID 2546;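 also: Gal4-VP16 expression switched on by copper sulfate through the metallothionein promoter; potency is read from the fitted curve at half-maximal effect; % is scaled to controls: 0 for no effect and ±100 for the full control effect; nearly all actives have a fitted effect of over 50% in size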
# p53 reactivation = re-activators of mutant p53 | H1299 p53-A138V BP100-luciferase reporter, luminescence, 24 h | Potency, µM (doses to about 92.2 µM), for the others: at the top dose activity change, positive = activation, hits mostly activators | actives 0.063% (n = 320,000) | AID 504706; also: potency is read from the fitted curve at half-maximal effect; % of control where 0% means no effect; nearly all actives have a fitted effect of over 45% in size
#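 H1299 (p53-null), stable ts p53-A138V + BP100-Luc; 1000 cells/well, Opti-MEM/10% FBS; cpd 4 pt, 1:5; 24 h, 37 deg C, 5% CO2; detection reagent 10 min RT; luminescence.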
# RORg inh = blocks mouse ROR gamma transcriptional activity | P51450 | Drosophila S2 Gal4-RORgamma UAS-luciferase reporter, 20 h | Potency, µM (series often up to 53.6 µM), without a hit: at the highest dose activity change, negative = inhibition, most hits filed as inhibitors | actives 5.4% (n = 310,000); also: potency is read from the fitted curve at half-maximal effect; % is scaled to controls: 0 for no effect and ±100 for the full control effect; nearly all actives have a fitted effect of over 60% in size
#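 Schneider cells (Drosophila), stable Gal4 DBD–ROR gamma + UAS-luc; 1 hr cmpd preincubation; Cu2+ induction 700 uM final; 20 hr ambient; luminescence.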
# Tb PFK block = blocks T. brucei phosphofructokinase; Potency, µM (series often up to 57.5 µM), inactives show at the highest dose activity, negative = inhibition, hits mostly inhibitors; actives 0.17% (n = 330,000); AID 485367; T. brucei PFK, ADP-Glo luminescence;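 also: potency is read from the fitted curve at half-maximal effect; 0% = uninhibited 1x PFK enzyme wells and -100% = no-enzyme wells; nearly all actives have a fitted effect of over 60% in size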
#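 Luminescent ADP detection (ADP-Glo, two-step: ATP depletion then ADP-to-ATP conversion for luciferase) reported PFK activity after 45 min room-temperature reaction of 1.25 nM enzyme with 0.5 mM F6P and 0.1 mM ATP at pH 8.0.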
# ELG1 genotox = induces genotoxicity in HEK293T cells with luciferase-tagged ELG1. HEK293T ELG1-luciferase reporter, luminescence, 16 h. Potency, µM (highest dose often 46 µM), inactives show top-dose activity change, positive = activation, usual class: activators. actives 1.3% (n = 330,000); also: potency is read from the fitted curve at half-maximal effect; % of control where 0% means no effect; nearly all actives have a fitted effect of over 60% in size
#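 DMSO vehicle served as control against compound-treated ELG1-luciferase HEK293T cells; exposure lasted 16 hr at 37 °C and 5% CO2, followed by ONE-Glo luminescence detection after 30 min.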
# BRCA1 expr act = activators of BRCA1 expression; MCF7-BRCA1-FFLuc reporter, luminescence, 48 h; response scale: scaled: vehicle 0%, 10 µM genistein 100%; Potency, µM (highest dose often 46.1 µM), inactives show at the highest dose activation, most hits filed as activators; actives 1.1% (n = 380,000); AID 624202; also: potency is read from the fitted curve at half-maximal effect; nearly all actives have a fitted effect of over 80% in size; some results filed as inactive show a strong effect at the top dose
#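 Using MCF7 cells harboring a BRCA1 firefly luciferase reporter, plated 2 h before compound pinning, the screen measured luminescence after 48 h incubation. Responses were normalized to DMSO and 10 microM genistein, then fitted for concentration-effect.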
# NPC1 promoter act = activates the NPC1 promoter; Huh7 NPC1 promoter luciferase reporter, 24 h; Potency, µM (series often up to 9.22 µM), inactives show top-dose activation, actives largely listed as activators; actives 2.4% (n = 320,000);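 also: potency is read from the fitted curve at half-maximal effect; % of control where 0% means no effect; nearly all actives have a fitted effect of over 60% in size; reporter is driven by a mutant NPC1 promoter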
#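 NPC1 promoter–luciferase Huh7 cells; 24 h compound; luminescence.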
# Active calls of the source: *; u = inconclusive; x = not tested or not shown; [ ] = dose if it differs, or a comment. Unless noted, calls follow the shape of the dose curve; as a rule, active = well fitted curve in the direction sought with a large enough effect; inconclusive = small, poorly fitted or top-dose-only effect, or another doubt; inactive = no such curve, though single readings can be large; an effect the other way counts as inactive or inconclusive.
SMILES,ELG1 DNA repair,Rab9 promoter act,TRPV1 ag,FLuc counter,Gal4-VP16 FLuc,p53 reactivation,RORg inh,Tb PFK block,ELG1 genotox,BRCA1 expr act,NPC1 promoter act
COc1ccc(C2=C(Nc3ccc(C)cc3)c3ccccc3C2=O)cc1,22.4%,-2.3%,26.1,0.2%,-15.6%,-0.4%,14.9%[10 µM],-0.2%,6.4%,-0.2%,-1.3%
O=C(Nc1ccccc1-c1ccccc1)c1cccc(C(F)(F)F)c1,-8.4%,-6.4%,13.5,2.7%,0.3%,-2.4%,0.6%,-1.7%,0.3%,-42.5%,-1.1%
Cc1nn(-c2ccccc2)c(Cl)c1C(=O)OCC(=O)NCCc1ccccc1,u,-4.8%,-1.7,-0.2%,2.3%,3.1%,-21.2%,0.0%,-3.9%,-13.5%,-2.9%
COc1cccc(-n2nc(C(=O)N3CC(C)CC(C)C3)c3ccccc3c2=O)c1 (centres undefined),u,8.0%,25.0,2.2%,1.9%,-5.1%,-2.4%,-1.8%,-0.6%,-17.6%,-4.0%
Cc1ncsc1CCOC(=O)c1cccnc1,0.2%,5.8%,1.8,0.9%,-1.9%,2.0%,-13.8%,0.2%,-0.3%,-1.0%,-5.5%
O=C(COC(=O)c1ccc[n+]([O-])c1)Nc1ccc([N+](=O)[O-])cc1Cl,u,x,x,x,x,4.2%,x,-0.8%,1.6%,-32.2%,x
CCN(C[C@H]1N[C@@](C)(C(=O)OC)[C@H]2C(=O)N(Cc3ccccc3)C(=O)[C@@H]12)S(=O)(=O)c1ccc(OC)cc1,-0.4%,x,x,x,x,-3.8%,x,0.4%,1.2%,0.6%,x
Cc1ccc2cc(S(=O)(=O)NCCCC(=O)O)ccc2c1,8.7%,2.7%,2.1,-13.7%,-13.8%,-1.6%,-12.3%,2.6%,-2.3%,0.0%,1.6%
CN1CCN(S(=O)(=O)c2cccc(C(=O)Nc3cccc(S(N)(=O)=O)c3)c2)CC1,2.0%,-8.1%,-1.0,0.5%,3.7%,-3.7%,13.1%,1.5%,-0.1%,-5.1%,-2.4%
Cc1ccc(NC(=O)CCCC(=O)OC(C)C(=O)c2ccccc2)cc1 (centres undefined),7.5%,-2.6%,22.7,-13.6%,-1.4%,3.9%,-3.3%,-5.0%,-1.8%,-7.0%,-3.0%
Cc1ccc2occ(/C=N/NC(=O)c3ccc(Cl)cc3)c(=O)c2c1,u,5.4%,3.6,0.5%,-5.1%,-9.4%,-15.5%,0.8%,-21.8%,19.1%,-3.5%
O=C(NNC(=S)NC1CCCCC1)c1ccc(Cl)s1,0.0%,u,9.3,u,1.7%,1.8%,-11.1%,-3.4%,-2.2%,59.6%,27.5%
CCC1(c2ccc(F)cc2)NC(=O)N(CC(=O)Nc2ccc(C)c(S(=O)(=O)N3CCOCC3)c2)C1=O (centres undefined),u,1.3%,0.6,-0.3%,-11.6%,-4.2%,23.7%,-0.4%,-9.4%,-19.8%,-2.8%
COc1cccc(C(=O)N(Cc2cc3cc(C)ccc3[nH]c2=O)CC2CCCO2)c1 (centres undefined),0.0%,-0.3%,-3.4,0.7%,-18.0%,-7.3%,24.7%,2.3%,4.0%,-4.2%,24.6%
O=C(O)Cn1ccnc1,5.7%,-8.3%,-6.7,10.5%,0.4%,2.3%,4.5%,0.2%,4.0%,-19.2%,1.8%
Cc1c(Br)c(C(=O)NCc2cc3cc(Cl)ccc3[nH]2)nn1C,-9.4%,0.0%,1.0,-11.1%,-7.7%,-6.8%,u,-6.9%,3.1%,-37.4%,0.2%
COc1ccc(-c2nc(S(=O)(=O)c3ccc(C)cc3)c(N3CCCC3)o2)cc1,-0.9%,-6.9%,-5.5,2.1%,6.5%,-7.6%,-17.9%,0.5%,-0.4%,-4.7%,-1.8%
O=C(N/C=C/c1ccc(Cl)cc1)NCc1ccc(Cl)cc1,2.6%,0.6%,7.2,0.4%,5.4%,-10.1%,-6.1%,-8.9%,1.2%,-34.2%,1.8%
N#CCCn1nnc2ccccc21,13.4%,0.4%,x,1.3%,-6.1%,5.2%,12.4%,-9.0%,-0.9%,0.0%,0.4%
Cn1c(CC(=O)Nc2ccc(F)cc2)nnc1SCC(=O)Nc1nncs1,26.0%,-1.3%,-1.2,-7.9%,-7.4%,2.4%,-37.9%,-0.1%,-0.5%,-0.9%,-4.6%
CCCN1CCC2(CC1)C(C#N)=C(N)Oc1c2sc2nc(C)cc(C)c12,2.9%,-2.8%,3.3,-3.9%,-3.6%,10.8%,-8.9%,-0.3%,1.6%,-15.5%,21.5%
CN1CCN(C(=O)/C(=C/c2cccc([N+](=O)[O-])c2)NC(=O)c2ccccc2)CC1,-14.9%,2.0%,-5.0,-1.5%,-1.5%,6.7%,9.9%,-0.3%,-1.0%,-6.4%,1.7%
Clc1cccc(OCCCCN2CCCCC2)c1,-3.5%,-1.3%,2.0,-0.6%,-4.9%,x,-20.3%,0.9%,0.4%,-16.3%,-3.2%
CC(C)(C)C(=O)Cn1c(=N)n(Cc2ccccc2Cl)c2ccccc21,4.3%,-3.8%,17.6,-0.9%,u,0.6%,4.47µM*,-1.7%,1.7%,-18.1%,1.1%
O=C(O)c1ccc2c(c1)C(=O)N(c1ccc(Cl)cn1)C2=O,6.5%,3.1%,-3.8,-0.4%,-0.5%,0.2%,-4.7%,-2.3%,0.4%,3.7%,0.3%
# (further entries)
SMILES,ELG1 DNA repair,Rab9 promoter act,TRPV1 ag,FLuc counter,Gal4-VP16 FLuc,p53 reactivation,RORg inh,Tb PFK block,ELG1 genotox,BRCA1 expr act,NPC1 promoter act
Cc1ccc(N2C(=O)N3[C@@H]4c5ccccc5OC[C@@H]4[C@@H](c4ccccc4)[C@@]3(C)C2=O)cc1,-0.7%,x,x,x,x,-3.3%,x,1.8%,-0.3%,-7.2%,x
NC(=O)c1c(NC(=O)CCCn2cnc([N+](=O)[O-])n2)sc2c1CCCC2,-0.1%,-3.8%,3.6,u,-7.4%,-3.0%,25.0%,-7.9%,-9.5%,-8.0%,0.3%
Cc1cc(NS(=O)(=O)c2ccc(NC(=O)COc3ccccc3C(C)C)cc2)no1,14.5%,-2.9%,-3.0,2.2%,0.7%,3.8%,u,-5.5%,0.6%,-1.9%,0.5%
CC(C(=O)N=Nc1c(O)[nH]c2ccccc12)n1cnc2ccccc2c1=O (centres undefined),5.4%,-0.7%,14.3,-2.0%,-4.4%,3.8%,32.9%,-3.4%,0.2%,-3.9%,3.8%
CCCN(CCC)CCNC(=O)C1CCN(Cc2nc(-c3ccc(Cl)cc3)oc2C)CC1,24.3%,-9.1%,4.9,0.4%,-7.6%,10.1%,2.3%,-2.3%,-3.5%,-0.2%,-1.5%
C=CCN(CC=C)C(=O)c1ccc(OC2CCN(C(C)=O)CC2)c(OC)c1,u,2.6%,-2.1,0.0%,x,x,x,-0.6%,5.5%,0.0%,1.1%
Cc1ccc(NC(=O)C2CCCN2C(=O)OCc2ccccc2)cc1C (centres undefined),-5.5%,-0.2%,3.3,2.0%,u,1.8%,3.5%,3.9%,-3.7%,1.8%,0.7%
CC(=O)c1cccc(NC(=O)CSC(=O)c2ccccc2)c1,11.2%,10.6%,22.7,16.9µM*,-5.4%,1.1%,-6.0%,-4.9%,1.2%,0.1%,3.2%
CN(CC(=O)N1CCN(C2CCCCC2)CC1)S(=O)(=O)c1cccc2nsnc12,8.1%,-5.8%,-2.4,1.6%,0.6%,-14.5%,-5.1%,19.7%,-2.4%,-19.9%,-0.5%
CCOCCCNc1nc2c(-c3ccccc3)nnn2c2ccccc12,5.3%,-0.3%,0.3,-1.1%,-6.8%,8.5%,0.8%,-0.3%,-2.8%,-31.8%,-0.3%
O=C(COC(=O)c1c(F)cccc1F)NCCNC(=O)COC(=O)c1c(F)cccc1F,13.5%,3.0%,-1.4,3.2%,-8.5%,15.9%,9.7%,-2.9%,16.0%,-1.2%,-0.6%
CCc1ccccc1NC(=O)COC(=O)c1c(C)nsc1NC,0.3%,-32.2%[inhibitor],11.2,-1.1%,x,-1.2%,x,-0.8%,-0.1%,-25.8%,-19.4%
Cc1ccc2c(c1)cc(C(=O)N[C@@H](Cc1ccccc1)C(=O)O)n2C,-1.2%,-1.5%,2.2,0.6%,-8.7%,-1.4%,14.3%,7.1%,-1.5%,-9.7%,-1.8%

# Only ELG1 DNA repair, for some of the entries so far:
smiles	ELG1 DNA repair
CC(C(=O)N=Nc1c(O)[nH]c2ccccc12)n1cnc2ccccc2c1=O (centres undefined)	5.4%
CCCN(CCC)CCNC(=O)C1CCN(Cc2nc(-c3ccc(Cl)cc3)oc2C)CC1	24.3%

# Screens from PubChem BioAssay.

# Rows are unselected; overall some 15% were active at least once.
